# Source: PubChem (National Center for Advancing Translational Sciences (NCATS))
# Glioma ERSR ind = qHTS for Inducers of the Endoplasmic Reticulum Stress Response (ERSR) in Human Glioma: qHTS | U87-MG GRP78 promoter luciferase reporter, 16 h | Potency, µM, without a hit: at the top dose activation, actives largely listed as activators | actives 0.02% (n = 420,000) | AID 602332, 2012; also: potency is read from the fitted curve at half-maximal effect; series mostly up to about 76 µM; % of control where 0% means no effect; nearly all actives have a fitted effect of over 35% in size
#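 Stably transfected U87-MG glioma cells carrying a GRP78-based luciferase sensor; 16 h compound incubation. Luminescence end-point read 10 min after Bright-Glo addition at room temperature.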
# mIDH1 inhibitor = qHTS for Inhibitors of mutant isocitrate dehydrogenase 1 (IDH1): qHTS; Isocitrate dehydrogenase [NADP] cytoplasmic (Homo sapiens), O75874; IDH1-R132H enzyme, NADPH consumption, diaphorase/resazurin fluorescence; Potency, µM (doses to about 76.6 µM), for the others: top-dose activity change, negative = inhibition, actives largely listed as inhibitors; actives 0.093% (n = 390,000); AID 602179, 2012; also: potency is read from the fitted curve at half-maximal effect; % is scaled to controls: 0 for no effect and ±100 for the full control effect; nearly all actives have a fitted effect of over 65% in size
# Target sequence (O75874 whole entry R132H, stated change not applied): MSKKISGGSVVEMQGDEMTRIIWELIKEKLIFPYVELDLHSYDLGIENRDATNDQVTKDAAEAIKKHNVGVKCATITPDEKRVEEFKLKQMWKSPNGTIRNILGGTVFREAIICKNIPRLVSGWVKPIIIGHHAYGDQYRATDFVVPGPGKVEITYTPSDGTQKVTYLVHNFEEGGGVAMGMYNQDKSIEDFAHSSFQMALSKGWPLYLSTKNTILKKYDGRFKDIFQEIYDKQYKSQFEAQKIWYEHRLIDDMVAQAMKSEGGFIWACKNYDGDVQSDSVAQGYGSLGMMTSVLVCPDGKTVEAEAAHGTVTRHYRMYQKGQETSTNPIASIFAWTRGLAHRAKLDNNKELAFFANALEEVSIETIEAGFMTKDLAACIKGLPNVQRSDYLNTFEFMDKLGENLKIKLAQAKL
#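 IDH1-R132H (0.5 ug/mL dispensed) in pH 7.5 Tris buffer was preincubated 30 min with compound, then given a substrate mix of 0.016 mM NADPH and 2 mM alpha-KG for 80 min at room temperature; remaining NADPH was read by diaphorase/resazurin fluorescence.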
# LDHA inh = qHTS assay for inhibitors of human lactate dehydrogenase | purified LDHA, NADH/diaphorase-resazurin fluorescence; stronger effect = lower value | activity change, % (values are at about 110 or 230 µM) | actives 0.15% (n = 480,000) | L-lactate dehydrogenase A chain (Homo sapiens), P00338; in the data active = activity change below about -30%; inconclusive = mostly about -25% to -30%;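 also: plate controls were DMSO wells for no effect and wells without enzyme for full effect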
#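 Resorufin fluorescence (ex540/em590), read at 0 and 20 min after diaphorase/resazurin addition, reports the NADH left after a 5 min room-temperature reaction of 2 nM human LDH5 with 0.06 mM NADH and 0.2 mM pyruvate.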
# USP1-UAF1 inh = Inhibitors of USP1/UAF1: Primary Screen | recombinant USP1/UAF1, Ub-Rhodamine cleavage fluorescence | Potency, µM (top dose mostly 57.1 µM), for the others: at the highest dose activity change, negative = inhibition, usual class: inhibitors | actives 0.23% (n = 390,000) | AID 743255, 2014; also: potency is read from the fitted curve at half-maximal effect; % is scaled to controls: 0 for no effect and ±100 for the full control effect; nearly all actives have a fitted effect of over 60% in size; inactives centre near -12
#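 USP1/UAF1 complex at 1 nM was preincubated with compound for 15 min at room temperature, then Ub-Rho substrate (150nM final) was added. Fluorescence (480/540 nm) was read kinetically, 6 reads every 60 seconds.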
# TrxR1 substrate = qHTS Assay for Substrates of Mammalian Selenoprotein Thioredoxin Reductase 1 (TrxR1): qHTS; Potency, µM (titrated, usually from 114 µM), for the others: at the highest dose activity change, negative = substrate turnover; purified TrxR1 substrate turnover, NADPH consumption readout; actives 0.01% (n = 390,000); AID 588456, 2011; also: potency is read from the fitted curve at half-maximal effect; % is scaled to controls: 0 for no effect and ±100 for the full control effect; nearly all actives have a fitted effect of over 50% in size
# Target sequence (O89049 whole entry, looked up): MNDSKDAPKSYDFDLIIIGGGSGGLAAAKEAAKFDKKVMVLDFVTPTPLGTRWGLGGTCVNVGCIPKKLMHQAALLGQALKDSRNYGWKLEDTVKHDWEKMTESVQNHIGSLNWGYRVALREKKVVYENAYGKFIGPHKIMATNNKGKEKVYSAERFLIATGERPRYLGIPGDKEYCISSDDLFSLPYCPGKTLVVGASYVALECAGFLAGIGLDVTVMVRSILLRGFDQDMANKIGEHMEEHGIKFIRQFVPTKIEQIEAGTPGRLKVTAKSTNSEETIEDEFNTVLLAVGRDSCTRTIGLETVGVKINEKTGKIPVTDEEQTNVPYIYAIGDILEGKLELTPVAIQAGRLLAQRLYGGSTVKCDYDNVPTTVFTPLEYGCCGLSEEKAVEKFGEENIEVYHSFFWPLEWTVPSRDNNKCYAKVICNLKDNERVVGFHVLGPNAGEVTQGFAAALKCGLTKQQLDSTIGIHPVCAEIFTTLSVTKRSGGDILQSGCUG
#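 Rat TrxR1, dispensed at 90 nM, was prereduced with 400 uM NADPH (final) for 5 min at ~22 deg C, then incubated with compound 15 min before 400 uM selenite. A first-read NADPH fluorescence drop versus no-compound background flagged substrates.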
# Vif-A3F inh = qHTS for Inhibitors of Vif-A3F Interactions: qHTS; HeLa A3F-eYFP + Vif (tagged APOBEC3F with the HIV-1 protein that degrades it), YFP fluorescence increase; Potency, µM (titrated, usually from 46.1 µM), without a hit: top-dose activity, negative = active; actives 0.2% (n = 390,000); also: potency is read from the fitted curve at half-maximal effect; % of control where 0% means no effect; nearly all actives have a fitted effect of over 65% in size
#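 HeLa cells stably expressing Vif plus C-terminally eYFP-tagged A3F were seeded, incubated overnight at 37 deg C, dosed with compound, incubated overnight again at 37 deg C. Yellow fluorescence (Ex 488/Em 500-530) reported blocked Vif-mediated A3F-eYFP degradation.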
# RXFP1 ag = qHTS Assay for Agonists of the Relaxin Receptor RXFP1; Relaxin receptor 1 (Homo sapiens), Q9HBX9; actives 0.3% (n = 370,000); HEK293T-RXFP1 cAMP TR-FRET, 30 min; response scale: percent of porcine relaxin response, buffer zero; Potency, µM (highest dose often 57.5 µM), for the others: top-dose activation, usual class: activators; also: potency is read from the fitted curve at half-maximal effect; % is scaled to controls: 0 for no effect and ±100 for the full control effect; nearly all actives have a fitted effect of over 60% in size; many of its hits are not listed in these tables
#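 Agonist response is measured as cAMP accumulation in an RXFP1-transfected HEK293T line under PDE4 inhibition. Values are scaled between buffer-only and 29 nM porcine relaxin, and EC50s come from standard Hill equation fits.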
# PI4K2A block = qHTS for small molecular inhibitors of PI4K2A; actives 0.13% (n = 420,000); activity change, negative = inhibition, % at 76.9 µM; purified PI4K2A, ADP-Glo luminescence, 1 h; stronger effect = lower value; AID 1346378, 2018; Phosphatidylinositol 4-kinase type 2-alpha (Homo sapiens), Q9BTU6; in the data active = activity change below about -50%; inconclusive = mostly about -30% to -49%;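 also: -100% = wells without enzyme as full effect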
#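 In this quantitative HTS, ADP production by PI4K2A was quantified luminescently after 1 h at ambient temperature; 100 microM adenosine served as plate-quality control.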
# Vif-APOBEC3G blk = qHTS for Inhibitors of Vif-A3G Interactions: qHTS; DNA dC->dU-editing enzyme APOBEC-3G (Homo sapiens), Q9HC16; HeLa A3G-eYFP + Vif (tagged APOBEC3G with the HIV-1 protein that degrades it), YFP fluorescence, overnight; Potency, µM (highest dose often 46.1 µM), for inactives: top-dose activity, negative = active, most hits filed as inhibitors; actives 0.076% (n = 410,000);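 also: potency is read from the fitted curve at half-maximal effect; % is scaled to controls: 0 for no effect and ±100 for the full control effect; nearly all actives have a fitted effect of over 60% in size; hits raise eYFP signal because A3G escapes Vif-driven loss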
#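 Read-out is eYFP fluorescence (Ex 488/Em 500-530) from Vif-expressing HeLa A3G-eYFP cells; more signal means A3G escaped Vif-mediated degradation. Cells plated overnight, compound pinned in, incubated overnight at 37 deg C.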
# Numbers without * were called inactive; ? = inconclusive; · = not tested or not shown; & = joins results of further samples; [ ] = another dose, or the depositor's remark. Unless noted, calls follow the shape of the dose curve; as a rule, active = well fitted curve in the direction sought with a large enough effect; inconclusive = small, poorly fitted or top-dose-only effect, or another doubt; inactive = no such curve, though single readings can be large; an effect the other way counts as inactive or inconclusive. Not all compounds are listed (hit frequency here may not be typical).
entry	SMILES	Glioma ERSR ind	mIDH1 inhibitor	LDHA inh	USP1-UAF1 inh	TrxR1 substrate	Vif-A3F inh	RXFP1 ag	PI4K2A block	Vif-APOBEC3G blk
1	COC(=O)C(CCSC)NC(=O)c1cccc([N+](=O)[O-])c1 (configuration not stated)	8%	0%	-5	-5%	7%	0%	2.0%	8	1%
2	COc1cc(/C=N/NC(=O)Cn2nc([N+](=O)[O-])cc2C)cc(Br)c1OCc1ccccc1	-13%	0%	-6	-16%	5%[57.1 µM]	2%	2.4%	5	-21%
3	O=C(COC(=O)c1ccc(Oc2ccccc2)cc1)Nc1nnc(-c2ccccc2)o1	-4%	-11%	-3	-20%	-4%	·	0.0%	-4	-1%
4	Cc1cc(NC(=O)OC2CCCCC2)ccc1[N+](=O)[O-]	?	18%	-3	?	0%	-10%	2.4%	3	0%
5	CN(C)CCN1CCc2ccccc21	0%	-1%	6	-23%	10%	2%	-0.2%	2	1%
6	CN(C(=O)c1ccc(NC(=O)Cc2ccc(NC(=O)C3CCCN(C(=O)C4CCC4)C3)cc2)cc1)C1CCCC1 (configuration not stated)	-3%	11%	6	-29%	-6%	-3%	·	-2	1%
7	Cc1ccc(C(=O)N2CCc3ccccc3C2)cc1S(=O)(=O)N1CCOCC1	-2%	1%	-4	-13%	-2%	5%	0.5%	2	-1%
8	COc1ccc2[nH]c3ccc(OC)cc3c2c1	1%	2%	1	-19%	22%	-5%	1.1%	3	-1%
9	CCc1nc(Nc2ccc(N3CCN(C(C)=O)CC3)cc2)c2oc3ccccc3c2n1	-9%	2%	3	1%	9%[57.1 µM]	-14%	-3.7%	-4	-8%
10	Cc1ccc2cc(C(c3nnnn3C3CCCC3)N(Cc3cccnc3)Cc3ccco3)c(=O)[nH]c2c1 (configuration not stated)	-1%	0%	9	-4%	-5%[57.1 µM]	2%	0.7%	-2	0%
11	O=C(O)/C=C/C(=O)N1CCN(Cc2ccc3c(c2)OCO3)CC1	-3%	2%	-1	-12%	6%	-1%	1.1%	-9	1%
12	CCCCn1c(SCC(=O)N2CCCc3ccccc32)nc2c1c(=O)n(C)c(=O)n2C	-2%	3%	-9	-4%	-6%	3%	0.7%	1	0%
13	CCN1CCN(CC(=O)N/N=C/c2ccc(F)cc2F)CC1	-4%	1%	-23	6%	-2%	1%	0.8%	-4	-4%
14	CCc1ccccc1NC(=O)C1CCCN1C(=O)Nc1ccc(C)cc1 (configuration not stated)	-4%	-10%	-7	-17%	14%[0.0914 µM]	?	1.3%	5	-3%
15	O=C(CCCCCN1C(=O)c2cccc3cccc(c23)C1=O)NCc1cccnc1	1%	-5%	-3	5%	21%	-5%	9.0%	1	0%
16	Cc1ccc(C)n1-n1c(C)nc2scc(-c3ccccc3)c2c1=O	-1%	1%	-5	0%	-2%[0.457 µM]	-8%	-1.2%	-4	-3%
17	CCCCCNC(=O)C(C)NS(=O)(=O)c1ccc(OC)cc1 (configuration not stated)	-7%	13%	3	-16%	-2%[57.1 µM]	-14%	0.8%	-2	-6%
18	CCC(C)Sc1cccc(-c2nc3cc(C)ccn3c2NCc2ccccc2)c1 (configuration not stated)	-6%	-2%	6	?	41%[activator]	-7%	6.6%	-4	5%
19	Cc1ccccc1Cn1cc(NC(=O)c2cc(-c3ccco3)on2)cn1	-1%	4%	-1	-20%	23%	5%	3.6%	-2	-8%
20	O=C(C1COc2ccccc2O1)N1CCN(c2ccc(F)cc2)CC1 (configuration not stated)	-3%	-2%	-2	-9%	5%	-5%	1.4%	0	-2%
21	CC(Sc1nnc(NC2CCCCC2)s1)C(=O)N1CCOCC1 (configuration not stated)	0%	0%	-1	-20%	-9%	9%	1.9%	0	0%
22	CCc1ccc(C(=O)NNC(=O)c2cccc(S(=O)(=O)N3CCN(C)CC3)c2)cc1	-3%	9%	-6	-13%	-12%	-11%	-0.8%	-5	0%
23	CCOc1ccccc1C(=O)Nc1ccccc1O	-1%	4%	-3	-14%	1%	5%	0.9%	-1	-1%
24	Cc1ccc(NC(=O)CCSc2nnc(-c3ccco3)o2)cc1	-1%	3%	-2	-10%	11%	2%	0.0%	-1	-5%
25	Cc1ccc(S(=O)(=O)NCc2ccccc2)cc1	5%&-3%&-5%	1%	-4&-7	4%	-1%&-2%	0%	-1.2%	-16	2%&1%
26	COC(=O)c1ccc(CNC(=O)CSc2nc3ccccc3[nH]2)cc1	-1%	1%	-1	5%	6%	4%	1.5%	5	0%
27	O=C(Nc1ccc2c(c1)CCC2)c1cccs1	0%	12%	-8	-4%	-10%	7%	1.9%	-6	0%
28	CC(=O)Nc1cc(C)ns1	-5%	3%	-2	-18%	5%	-7%	·	-9	-6%
29	COc1ccccc1-c1coc2cc(OCC(=O)OCc3ccccc3)ccc2c1=O	6%	13%	-6	-8%	2%[57.1 µM]	-8%	-2.2%	7	0%
30	O=C(NN=C1c2ccccc2-c2ccccc21)c1ccccc1	4%	-3%	1	-7%	1%[57.1 µM]	-5%	3.0%	2	0%
31	CC1CC(Nc2ccccc2)c2ccccc2N1C(=O)c1ccncc1 (configuration not stated)	0%	7%	2	-13%	-15%[57.1 µM]	-24%	0.0%	-1	-7%
32	CN(CC(=O)NCC1COc2ccccc2O1)S(=O)(=O)c1ccc(Cl)cc1 (configuration not stated)	-6%	2%	-4	-13%	10%[11.4 µM]	17%	·	-5	0%
33	O=C(CC(c1ccc(F)cc1)c1ccco1)Nc1nccs1 (configuration not stated)	-1%	-7%	-7	-5%	-1%[57.1 µM]	-6%	1.8%	-3	-2%
34	CS(=O)(=O)N(CC(=O)N1CCCCCC1)Cc1ccc(Cl)cc1	11%	0%	-9	-3%	8%	2%	-1.1%	11	1%
35	O=C1COc2ccc(C(=O)COC(=O)c3ccco3)cc2N1	-2%	-3%	-4	-8%	-6%	0%	0.5%	-1	1%
36	CCOC(=O)Cn1c(-c2cccnc2)nc(-c2ccccc2)c1-c1ccccc1	17%	-2%	-7	?	4%	-9%	0.0%	-1	-7%
37	Cc1nn2c(=O)cc(COC(=O)c3ccc(NC(=O)CCc4ccccc4)cc3)nc2s1	-5%	0%	-16	-7%	0%[57.1 µM]	5%	?	4	3%
38	C[C@H]1CN([C@@H](C)CO)C(=O)c2cccc(NC(=O)C3CC3)c2O[C@H]1CN(C)Cc1ccncc1	-5%	-8%	1	-30%	6%	3%	·	-2	2%
39	COC(=O)[C@@H]1OC(=O)[C@H]2O[C@@]23[C@@]1(C)CC[C@@H]1[C@@]2(C)C=CC(=O)OC(C)(C)[C@@H]2CC(=O)[C@]13C	0%	4%	-1	-18%	4%	3%	-1.8%	-3	4%
40	Cc1ccc(NC(=O)CSc2nc3ccccc3c(=O)n2CCCC(=O)NCCCN2CCOCC2)cc1	20%	2%	-9	-7%	5%	-12%	1.3%	7	-1%
41	COc1ccc(C2=C(C)C(N3CCC(C(=O)Nc4ccccc4F)CC3)=NS2(=O)=O)cc1	·	·	-20	?	-1%[57.1 µM]	·	-2.1%	-17	·
42	CCCc1cc(=O)oc2cc(OCC(=O)Nc3ccc4c(c3)OCCO4)ccc12	-3%	13%	-2	-7%	-11%	-16%	0.8%	-5	2%
43	COc1ccc(NC(=O)CN(C)C(=O)c2cccc(NS(=O)(=O)c3ccc(Br)cc3)c2)cc1	-3%	0%	0	-20%	-3%	-12%	-0.3%	-3	-20%
44	O=C(c1ccc(Br)cc1)N(C1=NCCCCS1)c1ccccc1	-4%	-1%	-10	-28%	-4%	-2%	-0.4%	3	2%
45	O=C(NNc1ccc([N+](=O)[O-])cc1)c1ccccc1F	3%	15%	9	-7%	-13%[57.1 µM]	-2%	0.3%	-1	0%
46	C[C@@]12C(=O)Nc3cc(Cl)ccc3C(=O)N1[C@H]1c3cc(Br)ccc3OC[C@@H]1[C@@H]2c1ccccc1	-4%	-11%[38.3 µM]	-9	?	-2%	-8%	-0.4%	-1	?
47	COc1cc(-c2cc(C(=O)N3CCN(c4ccccn4)CC3)c3ccccc3n2)cc(OC)c1OC	1%	6%	-6	-10%	-3%	-12%	1.6%	-2	-12%
48	CCCCCC(=O)N1C[C@H](O)[C@@H](n2cc(C3CC3)nn2)C[C@@H]1c1ccc(Cl)cc1	-5%	3%	-2	-8%	·	-4%	·	3	0%
49	CC(C)c1ccc(NC(=S)NNC(=O)c2cccnc2)cc1	-1%	-7%	-2	-24%	-1%	5%	0.9%	1	2%
